Compound activity from PubChem.
S1P3 antagonist = blocks the human S1P3 receptor; Q99500; 170,000 compounds, 0.27% hits; CHO S1P3 NFAT-BLA reporter, FRET fluorescence, antagonist mode; inhibition, % at 4.98 µM;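 active = inhibition above the plate cutoff, the mean inhibition of test wells on that plate plus 3 SD, cut at about 28% in these data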;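 also: cells challenged with S1P at its EC80 of 0.8 µM; blue over green emission ratio from cleaved BLA substrate after 4 h stimulation; 0% = S1P-stimulated wells and 100% = unstimulated DMSO-only wells; some compounds past the cut are filed as inactive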
TNAP inh hiacc = inhibitors of human TNAP at high phosphate acceptor concentration; P05186; purified TNAP, CDP-star luminescence, 1 M DEA; inhibition, % at 20 µM; 200,000 compounds, 0.03% hits;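 active = over 50% inhibition of tissue-nonspecific alkaline phosphatase at 20 µM in the single-dose screen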;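 also: plate controls were DMSO wells for no effect and EDTA-quenched wells as full inhibition for full effect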
Target sequence (P05186 whole entry, looked up): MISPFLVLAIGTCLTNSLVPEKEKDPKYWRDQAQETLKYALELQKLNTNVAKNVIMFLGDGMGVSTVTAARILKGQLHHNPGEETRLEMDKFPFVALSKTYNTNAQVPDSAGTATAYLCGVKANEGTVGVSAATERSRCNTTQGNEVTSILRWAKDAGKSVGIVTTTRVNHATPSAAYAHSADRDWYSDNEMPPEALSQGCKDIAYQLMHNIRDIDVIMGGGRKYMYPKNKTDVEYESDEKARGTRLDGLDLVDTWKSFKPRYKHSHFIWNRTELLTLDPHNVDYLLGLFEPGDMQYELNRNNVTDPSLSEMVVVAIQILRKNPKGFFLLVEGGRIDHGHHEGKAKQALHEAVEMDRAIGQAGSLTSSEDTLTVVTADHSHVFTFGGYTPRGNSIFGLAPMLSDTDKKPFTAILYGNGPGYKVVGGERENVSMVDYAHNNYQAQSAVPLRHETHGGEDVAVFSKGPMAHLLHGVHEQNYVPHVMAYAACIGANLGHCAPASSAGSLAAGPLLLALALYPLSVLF
RAM network inh = inhibitors of the yeast RAM network; S. cerevisiae dse1pr::URA3 reporter, 5-FOA growth OD615, 2 d; analog-sensitive cbk1-as2 kinase mutant strain; inhibition, % at 50 µM; 190,000 compounds, 1.8% hits; AID 868;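 active = inhibition above a set limit, 3 SD over mean compound inhibition, cut at about 8.4% in these data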;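 also: 0% = DMSO-only wells with no growth and 100% = 10 µM 1-NA-PP1 full growth; inhibition rescues growth on 5-FOA so higher OD means more RAM inhibition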
PMI activator = phosphomannose isomerase (human) activation. activation factor at 20 µM. 190,000 compounds, 0.005% hits. P34949. purified human PMI, coupled resazurin fluorescence, 20 min; stronger effect = higher value; 1 = vehicle control, 0 substrate-free wells;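 active = activation factor of 2 or more at 20 µM, relative to plate controls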
Target sequence (P34949 whole entry, looked up): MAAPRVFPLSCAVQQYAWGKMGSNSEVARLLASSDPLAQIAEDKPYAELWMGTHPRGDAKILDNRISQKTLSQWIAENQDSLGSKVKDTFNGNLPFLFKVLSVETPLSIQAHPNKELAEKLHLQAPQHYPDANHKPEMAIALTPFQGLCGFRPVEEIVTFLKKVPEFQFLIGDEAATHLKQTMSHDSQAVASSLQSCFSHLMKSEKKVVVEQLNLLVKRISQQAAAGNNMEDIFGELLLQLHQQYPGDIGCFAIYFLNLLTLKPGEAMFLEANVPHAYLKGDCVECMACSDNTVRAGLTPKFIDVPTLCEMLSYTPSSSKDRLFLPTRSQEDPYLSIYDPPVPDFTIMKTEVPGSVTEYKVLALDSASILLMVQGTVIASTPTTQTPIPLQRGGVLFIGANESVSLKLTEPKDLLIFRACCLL
Lmaj promast = inhibitors of Leishmania major promastigote growth; Leishmania major promastigotes, resazurin fluorescence viability; inhibition, % at 10 µM; AID 1063; 200,000 compounds, 9% hits; in the data active = inhibition above about 50%;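 also: promastigotes grown with compound for 44 hours at 28 °C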
PMI act satM6P = activators of human phosphomannose isomerase at near-saturating mannose 6-phosphate; P34949; coupled PMI enzyme assay, resazurin fluorescence, 20 min; stronger effect = higher value; 1 = untreated enzyme, 0 = substrate-free blank; activation factor at 20 µM; 190,000 compounds, 0.34% hits;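 active = activation factor of 2 or more at 20 µM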
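test system = human PMI in coupled enzyme assay | medium = HEPES-buffered pH 7.4 with magnesium and detergent | also added = 1.0 mM mannose-6-phosphate substrate with 0.22 mM NADP+ | compound = 20 µM single dose | times = 20 min incubation at room temperature | measured by = resorufin fluorescence (Ex 544/Em 590 nm) from resazurin via diaphorase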
Redox H2O2 prof = compounds producing H2O2 with reducing agent – biochemical, NIH compound library profiling, artefact control for MLSCN library redox annotation, primary screen; DTT-dependent redox cycling H2O2, phenol red/HRP absorbance; 100% = 100 µM peroxide control, 0% = buffer; 200,000 compounds, 0.03% hits; activation, % at 10 µM;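 active = activation of at least 50% relative to the plate's high and low controls in the primary single-dose screen; inactive = activation below 50%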;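 also: compound incubated with DTT at 0.8 mM final as the reducing agent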
HMGR II inh = E. faecalis class II HMG-CoA reductase inhibition; purified E. faecalis HMGR, NADPH absorbance 340 nm kinetic; inhibition, % at 10 µM; 190,000 compounds, 0.41% hits; AID 1066;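 active = inhibition above a set limit, the median over all tested compounds plus 3 SD, cut at about 9.5% in these data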;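 also: enzyme runs in reverse so mevalonate oxidation gives rising NADPH absorbance; 0% = complete reaction with DMSO and 100% = background rate lacking mevalonate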
Hsp70 act = switches on Hsp70 transcription | HeLa Hsp70 promoter luciferase reporter, luminescence; scaled: vehicle 0, proteasome-inhibitor control 100% | activation, % at 10 µM | 200,000 compounds, 0.04% hits;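 active = activation above the mean across all tested compounds plus 3 SD, cutoff set per campaign, cut at about 5.5% in these data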;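 also: 100% = MG132 at 30 µM as the positive control and 0% = DMSO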
TNAP inh no acc = TNAP (human) inhibition, acceptor-free conditions | P05186 | purified TNAP, CDP-star luminescence, 30 min | inhibition, % at 20 µM | 200,000 compounds, 0.26% hits;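 active = tissue-nonspecific alkaline phosphatase inhibition above about 50% at 20 µM in the single-dose screen, limit read from the data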;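 also: 0% = DMSO negative control and 100% = EDTA positive control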
Numbers without * were called inactive. This is a random part of the collection; about 12% have a hit in one of these screens.

`Cc1nc2ccc(S(=O)(=O)NC(C(=O)N3CCCC3)C(C)C)cc2s1` (stereo unspecified) gave S1P3 antagonist -18, TNAP inh hiacc -3, RAM network inh 1.1, PMI activator 1.1, Lmaj promast -7, PMI act satM6P 1.1, Redox H2O2 prof -0.8, HMGR II inh -4, Hsp70 act -0.2 and TNAP inh no acc -5.
`Cc1cc(C)n(/N=C/c2ccco2)c(=O)c1C#N` gave S1P3 antagonist -2, TNAP inh hiacc -4, RAM network inh 1.2, PMI activator 1, Lmaj promast 29, PMI act satM6P 0.9, Redox H2O2 prof -0.2, HMGR II inh -1, Hsp70 act -0.4 and TNAP inh no acc -7.
For CC(=O)Nc1ccc(S(=O)(=O)n2nc(-c3ccc(C)cc3)nc2N)cc1 the results were S1P3 antagonist 6, TNAP inh hiacc -5, RAM network inh 5.3, PMI activator 1, Lmaj promast 7, PMI act satM6P 1.1, Redox H2O2 prof 2.5, HMGR II inh -3, Hsp70 act -0.1 and TNAP inh no acc -6.
Screening CCCCNS(=O)(=O)c1ccc(OC)cc1 returned TNAP inh hiacc 0, RAM network inh -0.3, PMI activator 0.9, Lmaj promast -5, PMI act satM6P 0.9, Redox H2O2 prof 2.1, HMGR II inh 2, Hsp70 act -0.3 and TNAP inh no acc -4.
`CC(C)(C)Nc1nc(N2CCCC2)nc(N2CCCC2)n1` gave TNAP inh hiacc -3, RAM network inh -0.8, PMI activator 0.9, Lmaj promast 98*, PMI act satM6P 1, Redox H2O2 prof 2.2, HMGR II inh -3, Hsp70 act -0.2 and TNAP inh no acc -5.
For CC(=O)c1ccc(NC(=O)c2cc(Cl)nc3ccccc23)cc1 the results were S1P3 antagonist -4, TNAP inh hiacc -3, RAM network inh 6.2, PMI activator 1.1, Lmaj promast -2, PMI act satM6P 0.9, Redox H2O2 prof -2.1, HMGR II inh -2, Hsp70 act 0.0 and TNAP inh no acc 2.
CC(C)CNC(=O)COC(=O)CNC(=O)c1cc(Cl)cc([N+](=O)[O-])c1 was read as S1P3 antagonist -17, TNAP inh hiacc -1, RAM network inh 1.9, PMI activator 0.9, Lmaj promast -5, PMI act satM6P 1, Redox H2O2 prof 0.0, HMGR II inh -6, Hsp70 act -0.4 and TNAP inh no acc -17.
For CSc1ccccc1NC(=O)c1cc(C)on1 the results were TNAP inh hiacc 0, RAM network inh 0.4, PMI activator 1.1, Lmaj promast -6, PMI act satM6P 1.1, Redox H2O2 prof 0.4, HMGR II inh 2, Hsp70 act 1.0 and TNAP inh no acc -10.
For COC(=O)Nc1ccc(S(=O)(=O)N2CCCc3cccc(O)c32)cc1 the results were S1P3 antagonist 4, TNAP inh hiacc -5, RAM network inh -0.8, PMI activator 0.7, Lmaj promast -1, PMI act satM6P 0.7, Redox H2O2 prof -1.1, HMGR II inh -2, Hsp70 act -0.2 and TNAP inh no acc -11.
For O=C(Cn1c(=O)n(CCCC(=O)NC2CCCC2)c(=O)c2ccccc21)NCCC1=CCCCC1 the results were S1P3 antagonist -38, TNAP inh hiacc -1, RAM network inh 4.8, PMI activator 0.9, Lmaj promast -5, PMI act satM6P 0.9, Redox H2O2 prof -0.5, HMGR II inh -1, Hsp70 act -0.3 and TNAP inh no acc -8.
`CN(C)CCCNc1oc(-c2ccc(Cl)cc2)nc1C#N` gave S1P3 antagonist -10, TNAP inh hiacc -3, RAM network inh 1.8, PMI activator 1.1, Lmaj promast 83*, PMI act satM6P 1.1, Redox H2O2 prof 0.3, HMGR II inh -4, Hsp70 act -0.4 and TNAP inh no acc 0.
Screening Cc1ccc(C(=O)Nc2sc(Cc3ccc4c(c3)OCO4)c(C)c2C(N)=O)cc1 returned S1P3 antagonist 1, TNAP inh hiacc 2, RAM network inh -0.1, PMI activator 1, Lmaj promast -7, PMI act satM6P 1, Redox H2O2 prof 0.2, HMGR II inh -7, Hsp70 act -0.1 and TNAP inh no acc -9.
For CCOC(=O)C1=C(C)NC(=O)NC1c1c(C)nn(-c2ccccc2)c1Cl (stereo unspecified) the results were S1P3 antagonist -23, TNAP inh hiacc 2, RAM network inh 1.2, PMI activator 0.5, Lmaj promast -1, PMI act satM6P 0.4, Redox H2O2 prof 0.0, HMGR II inh 0, Hsp70 act -0.3 and TNAP inh no acc 7.
For CCOc1ccccc1-n1nnnc1SCC(=O)Nc1cc2oc3ccccc3c2cc1OC the results were S1P3 antagonist -5, TNAP inh hiacc -4, RAM network inh 2.5, PMI activator 0.9, Lmaj promast 1, PMI act satM6P 0.9, Redox H2O2 prof 3.3, HMGR II inh -7, Hsp70 act -0.2 and TNAP inh no acc -14.
O=S1(=O)N=C2CCCCCN2C(c2ccccc2)N1 (stereo unspecified) was read as S1P3 antagonist 0, TNAP inh hiacc -5, RAM network inh 1.4, PMI activator 1, Lmaj promast -1, PMI act satM6P 1, Redox H2O2 prof -0.5, HMGR II inh -5, Hsp70 act -0.4 and TNAP inh no acc -6.

The last 2 entries of the section before open the next one.
For CCOc1ccccc1-n1nnnc1SCC(=O)Nc1cc2oc3ccccc3c2cc1OC the results were S1P3 antagonist -5, TNAP inh hiacc -4, RAM network inh 2.5, PMI activator 0.9, Lmaj promast 1, PMI act satM6P 0.9, Redox H2O2 prof 3.3, HMGR II inh -7, Hsp70 act -0.2 and TNAP inh no acc -14.
O=S1(=O)N=C2CCCCCN2C(c2ccccc2)N1 (stereo unspecified) was read as S1P3 antagonist 0, TNAP inh hiacc -5, RAM network inh 1.4, PMI activator 1, Lmaj promast -1, PMI act satM6P 1, Redox H2O2 prof -0.5, HMGR II inh -5, Hsp70 act -0.4 and TNAP inh no acc -6.
`Cc1cccc(NC(=O)N2CCC(n3nnc4cc(C)ccc43)CC2)c1` gave S1P3 antagonist -1, TNAP inh hiacc -3, RAM network inh 2.4, PMI activator 0.9, Lmaj promast 2, PMI act satM6P 0.9, Redox H2O2 prof -0.3, HMGR II inh 1, Hsp70 act 0.0 and TNAP inh no acc -6.
For Cc1ccc(N)cc1CN1CCCC1=O the results were S1P3 antagonist -25, TNAP inh hiacc -3, RAM network inh 0.0, PMI activator 0.9, Lmaj promast -2, PMI act satM6P 0.9, Redox H2O2 prof -1.4, HMGR II inh -1, Hsp70 act 0.3 and TNAP inh no acc -13.
Screening Cc1cccc(C)c1N1C(=O)C2ON(c3ccccc3)C(c3ccncc3)C2C1=O (stereo unspecified) returned TNAP inh hiacc -4, RAM network inh 1.6, PMI activator 0.9, Lmaj promast -7, PMI act satM6P 1, Redox H2O2 prof -1.7, HMGR II inh -3, Hsp70 act -0.4 and TNAP inh no acc -10.
`Cc1cc(NS(=O)(=O)c2ccc(N3C(=O)C4C5C=CC(C5)C4C3=O)cc2)nc(C)n1` (stereo unspecified) gave S1P3 antagonist -13, TNAP inh hiacc 0, RAM network inh 0.1, PMI activator 0.9, Lmaj promast -7, PMI act satM6P 1, Redox H2O2 prof 0.6, HMGR II inh 0, Hsp70 act -0.2 and TNAP inh no acc -11.
Screening Cc1cccc2nc(CSc3ccccc3N)cn12 returned RAM network inh 0.1, Lmaj promast 2, Redox H2O2 prof 1.7, HMGR II inh 0 and Hsp70 act 1.0.
`CCn1nnnc1SCC(=O)c1cccc(OC)c1` gave TNAP inh hiacc -5, RAM network inh 1.1, PMI activator 1, Lmaj promast -5, PMI act satM6P 1.1, Redox H2O2 prof 1.4, HMGR II inh -9, Hsp70 act -0.2 and TNAP inh no acc -16.
COc1ccc(/C=N/OCC(=O)Nc2nc3ccccc3s2)cc1 was read as S1P3 antagonist -12, TNAP inh hiacc -1, RAM network inh 0.4, PMI activator 1, Lmaj promast -5, PMI act satM6P 0.9, Redox H2O2 prof 0.0, HMGR II inh -4, Hsp70 act 1.1 and TNAP inh no acc 2.
For CCSc1nncn1/N=C/c1ccc(OC)c(OC)c1 the results were S1P3 antagonist -4, TNAP inh hiacc -5, RAM network inh -0.3, PMI activator 1, Lmaj promast -2, PMI act satM6P 1, Redox H2O2 prof 0.5, HMGR II inh 2, Hsp70 act -0.1 and TNAP inh no acc -6.
For O=C1c2ccccc2-n2c1nc1ccccc1c2=O the results were S1P3 antagonist 3, TNAP inh hiacc 1, RAM network inh 6.0, PMI activator 1, Lmaj promast 100*, PMI act satM6P 0.5, Redox H2O2 prof -0.4, HMGR II inh 0, Hsp70 act 0.1 and TNAP inh no acc -6.
For Cn1c(-c2csc(-c3ccccc3)n2)n[nH]c1=S the results were S1P3 antagonist -11, TNAP inh hiacc -3, RAM network inh 2.0, PMI activator 0.9, Lmaj promast -12, PMI act satM6P 0.9, Redox H2O2 prof 0.1, HMGR II inh 2, Hsp70 act 0.3 and TNAP inh no acc -28.
CC1(C)Cc2cccc(OCC(=O)Nc3nccs3)c2O1 was read as S1P3 antagonist -6, TNAP inh hiacc -5, RAM network inh 0.5, PMI activator 1, Lmaj promast 0, PMI act satM6P 1, Redox H2O2 prof 1.8, HMGR II inh 0, Hsp70 act -0.4 and TNAP inh no acc -9.
`Cc1ccc(Cn2ccc(=O)c(OCc3ccccc3)c2C)cc1` gave TNAP inh hiacc 0, RAM network inh 0.7, PMI activator 1, Lmaj promast 20, PMI act satM6P 1, Redox H2O2 prof 0.1, HMGR II inh 1, Hsp70 act -0.4 and TNAP inh no acc -12.
Cc1cc2c(OCC(O)CN3CCCCC3)cccc2[nH]1 (stereo unspecified) was read as S1P3 antagonist 15, TNAP inh hiacc -4, RAM network inh 1.4, PMI activator 0.9, Lmaj promast -7, PMI act satM6P 0.9, Redox H2O2 prof -1.4, HMGR II inh -1, Hsp70 act 0.4 and TNAP inh no acc -13.
For Cc1ccc(C(=O)Nc2ccccc2OC(F)F)cc1 the results were TNAP inh hiacc -3, RAM network inh 1.3, PMI activator 1, Lmaj promast -5, PMI act satM6P 1, Redox H2O2 prof -0.1, HMGR II inh 0, Hsp70 act 1.0 and TNAP inh no acc 0.
`Cc1ccc(N2CC(C(=O)NC3CCSC3=O)CC2=O)cc1` (stereo unspecified) gave S1P3 antagonist -8, TNAP inh hiacc -3, RAM network inh 1.7, PMI activator 1, Lmaj promast -9, PMI act satM6P 1, Redox H2O2 prof 1.7, HMGR II inh -2, Hsp70 act -0.1 and TNAP inh no acc -6.
`c1cc(Nc2cccc3nccnc23)c2nccnc2c1` gave S1P3 antagonist 0, TNAP inh hiacc 16, RAM network inh 0.7, PMI activator 0.7, Lmaj promast -1, PMI act satM6P 0.5, Redox H2O2 prof 0.0, HMGR II inh 0, Hsp70 act -0.1 and TNAP inh no acc 13.
`CCN(N)C(=S)Nc1ccc(F)cc1` gave S1P3 antagonist -1, TNAP inh hiacc -6, RAM network inh 3.2, PMI activator 1.1, Lmaj promast -5, PMI act satM6P 1.1, Redox H2O2 prof -0.8, HMGR II inh -12, Hsp70 act -0.3 and TNAP inh no acc -20.
For CCn1c(COc2ccccc2)nnc1SCc1ccc(C#N)cc1 the results were S1P3 antagonist 14, TNAP inh hiacc -6, RAM network inh 1.6, PMI activator 1, Lmaj promast 30, PMI act satM6P 0.9, Redox H2O2 prof -3.2, HMGR II inh -6, Hsp70 act -0.3 and TNAP inh no acc -13.
